# S1P1 ag-PAM = S1P1 agonists and agonism potentiators, primary screen, cell-based, primary and confirmation screens, CRE-bla reporter; Sphingosine 1-phosphate receptor 1 (Homo sapiens), P21453; 0.57% of 56,000 active; activation, % at 9.5 µM; S1P1 CRE-bla cells, forskolin, beta-lactamase FRET, potentiator mode; S1P1 agonist co-added at EC20, 2 nM; 100% = saturating reference agonist, 0% = basal;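 active means activation above a cutoff set at the mean activation of all tested compounds plus 3 SD, cut at about 54% in these data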;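 further: forskolin at 4 µM as EC80 and the EC20 agonist is SEW2871; 100% = SEW2871 at its EC100 plus forskolin at EC80; some compounds past the cut are filed as inactive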
# HTR1E agonist = 5-HT1E receptor agonists, primary screen, cell-based, HTS | 0.69% of 65,000 active | activation, % at 6 µM | 5-hydroxytryptamine receptor 1E (Homo sapiens), P28566 | CHO 5-HT1E Ga15 NFAT-bla reporter, FRET; 0% DMSO wells, 100% control agonist wells;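 active means activation above a set limit, the screen-wide mean activation plus 3 SD, cut at about 8.5% in these data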;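 further: 100% = positive control agonist at 1 µM giving full maximal response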
# HEK293 NFkB inh = inhibitors of PMA/ionomycin-induced NF-kB reporter, primary screen, antigen receptor NF-kB inhibitor project, cell-based, HEK-293 luciferase reporter, luminescence; 0.21% of 62,000 active; inhibition, % at 3 µM; AID 465, 2006; HEK-293 NF-kB luciferase reporter;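 active means inhibition above the mean of all tested compounds plus 3 SD, cut at about 40% in these data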;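 further: 0% = stimulated DMSO wells and 100% = 10 µM reference inhibitor 5653914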
#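 System: NF-kB luciferase reporter HEK-293 cells | Replication: Single test | Control set: DMSO vs reference inhibitor | Evaluation: % inhibition | Schedule: 1 h pretreatment, 16 h stimulation, 37 °C | Probe or stimulus: PMA with ionomycin | Compound dosing: One dose, 3 µM | Detection: Luciferase luminescence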
# HTR1A agonist = human 5-HT1a receptor agonists, primary screen, cell-based, CHO, Ga15 NFAT-bla reporter; 0.56% of 65,000 active; 5-hydroxytryptamine receptor 1A (Homo sapiens), P08908; CHO 5-HT1a Ga15 NFAT-bla reporter, FRET ratio; 0% basal, 100% maximal reference agonist; activation, % at 10 µM;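 active means activation above the screen-wide mean activation plus 3 SD, cut at about 19% in these data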;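 further: 0% = DMSO wells and 100% = 5-CT at EC100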
# Target sequence (P08908 whole entry, looked up): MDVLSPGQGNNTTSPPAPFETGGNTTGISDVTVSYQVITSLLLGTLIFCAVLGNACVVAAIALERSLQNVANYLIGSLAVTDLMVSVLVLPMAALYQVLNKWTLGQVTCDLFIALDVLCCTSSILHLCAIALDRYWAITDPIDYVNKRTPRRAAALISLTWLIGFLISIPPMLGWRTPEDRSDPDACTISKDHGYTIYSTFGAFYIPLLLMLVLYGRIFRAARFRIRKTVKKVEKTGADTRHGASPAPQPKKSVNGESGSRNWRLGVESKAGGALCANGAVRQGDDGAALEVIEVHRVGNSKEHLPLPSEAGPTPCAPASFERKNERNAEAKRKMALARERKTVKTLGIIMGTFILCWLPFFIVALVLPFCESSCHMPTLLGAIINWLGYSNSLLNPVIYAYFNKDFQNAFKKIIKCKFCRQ
# Jurkat viability = cytotoxicity toward Jurkat T cells, primary screen, cytotoxicity control, cell-based, Jurkat E6.1, 60K MLSMR library; Jurkat E6.1 viability, ATP luminescence, 48 h; inhibition, % at 4 µM; 1.2% of 56,000 active;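 active means inhibition above the mean inhibition of all tested compounds plus 3 SD, cut at about 28% in these data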
# 5HT1a antag = human 5-HT1a receptor antagonists, primary screen, cell-based, CHO, Ga15 NFAT-bla reporter; CHO 5-HT1a Ga15 NFAT-bla reporter, antagonist mode; 5-hydroxytryptamine receptor 1A (Homo sapiens), P08908; inhibition, % at 10 µM; 0.68% of 62,000 active;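 active means inhibition above the mean of all tested compounds plus 3 SD, cut at about 43% in these data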;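 further: receptor stimulated by 5-CT agonist at 100 nM near EC80; beta-lactamase reporter measured by ratiometric fluorescence of a cleavable substrate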
# HTR1E antagonist = 5-HT1E receptor antagonists, primary screen, cell-based, HTS; 5-hydroxytryptamine receptor 1E (Homo sapiens), P28566; 0.99% of 65,000 active; CHO 5-HT1E Ga15 NFAT-bla reporter, FRET, antagonist; inhibition, % at 6 µM;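 active means inhibition above a set limit, the mean inhibition across every tested compound plus 3 SD, cut at about 29% in these data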;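 further: signal is the 460 over 535 nm emission ratio of beta-lactamase substrate; 0% = agonist plus DMSO wells and 100% = wells without agonist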
# D1 mod = D1 CRE-luciferase signal change, two-sided – cell-based, HEK293 D1, dopamine EC30, D1 allosteric modulator project, primary screen. 5.9% of 58,000 active. B-score at 10 µM. AID 641, 2007. D(1A) dopamine receptor (Homo sapiens), P21728. dopamine EC30 potentiation; actives deviate in either direction;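 active means luminescence count or its row- and column-corrected plate score outside the 99.7% band of the plate's sample wells, on either side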
# Target sequence (P21728 whole entry, looked up): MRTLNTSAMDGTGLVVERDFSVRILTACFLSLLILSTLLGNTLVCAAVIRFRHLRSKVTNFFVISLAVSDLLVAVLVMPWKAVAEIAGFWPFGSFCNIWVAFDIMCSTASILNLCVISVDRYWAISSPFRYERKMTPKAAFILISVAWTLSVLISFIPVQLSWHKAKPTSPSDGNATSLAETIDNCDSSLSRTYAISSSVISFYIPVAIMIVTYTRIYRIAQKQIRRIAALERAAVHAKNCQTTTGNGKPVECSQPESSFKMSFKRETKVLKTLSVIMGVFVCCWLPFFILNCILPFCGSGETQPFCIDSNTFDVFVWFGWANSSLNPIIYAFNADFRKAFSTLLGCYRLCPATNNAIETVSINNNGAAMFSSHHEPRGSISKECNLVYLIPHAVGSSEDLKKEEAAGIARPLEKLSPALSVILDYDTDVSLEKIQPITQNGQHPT
# S1P3 agonist = human S1P3 receptor agonists, primary screen, cell-based, primary and confirmation, NFAT-BLA reporter; Sphingosine 1-phosphate receptor 3 (Homo sapiens), Q99500; S1P3 NFAT-BLA reporter cells, agonism, FRET ratio; relative to 1 µM S1P, basal subtracted; activation, % at 4.5 µM; 0.1% of 60,000 active;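 active means activation above the screen-wide mean plus 3 SD, cut at about 4.5% in these data, passing the limit was not always enough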; further: some compounds called inactive have numbers as strong as hits
#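 Assay system: CHO cells stably expressing human S1P3, Gα16 and NFAT-β-lactamase reporter. Timing: overnight plating, 4 h compound 37 °C, 2 h substrate RT. Signal: β-lactamase FRET emission ratio 460/535 nm. Measure: percent activation versus median 1 µM S1P response, basal-subtracted, per plate. Repeats: primary screen single test, confirmation screen in triplicate.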
# * = called active by the depositor; · = not tested or not shown.
SMILES,S1P1 ag-PAM,HTR1E agonist,HEK293 NFkB inh,HTR1A agonist,Jurkat viability,5HT1a antag,HTR1E antagonist,D1 mod,S1P3 agonist
O=C(CSc1ccc2c(c1)OCCO2)NCCN1C(=O)CSC1=O,-12.3,-1.3,13.7,-2.3,-3.1,6.4,0.2,0.591,-0.7
COc1ccccc1C(=O)NCC(c1cccnc1)N(C)C (stereo not drawn),4.6,0.7,8.3,2.3,4.7,-4.2,4.1,·,0.3
CC(=O)Nc1ccccc1OCC(=O)c1ccc2c(c1)OCO2,·,-0.1,-8.8,-1.8,·,-11.9,-3.5,·,·
COC(=O)c1ccc(Cn2cnc3ccccc3c2=O)cc1,·,-0.2,4.2,0.0,·,-2.0,2.4,0.558,·
Cc1cc(C)nc(-n2nc(C)cc2NC(=O)CN2CCc3ccccc3C2)n1,-39.0,0.6,18.3,0.3,3.0,14.4,-0.6,-0.915,-0.3
CCOc1ccc(OCC)c(NS(=O)(=O)c2cccc3nsnc23)c1,·,-0.1,-3.4,0.7,·,5.0,0.9,·,·
Cc1ccc(N2CC(c3nc4ccccc4n3C)CC2=O)cc1C (stereo not drawn),-30.3,0.1,5.9,-0.6,-1.1,-5.4,-13.9,-0.261,-1.4
COc1ccc(OC)c(Nc2cc(C)nc3ccccc23)c1,7.0,-0.9,14.8,0.1,18.9,17.6,1.4,·,-0.4
Cc1ccc(S(=O)(=O)CC(=O)Nc2ccc(S(=O)(=O)Nc3onc(C)c3C)cc2)cc1,-6.4,-0.2,17.7,-0.7,-5.4,-12.4,-2.2,-0.346,-0.9
CC(=O)NC1C(=O)N=C(SCC(=O)NCc2ccccc2)NC1=O (stereo not drawn),-4.2,-0.1,13.9,0.6,-0.6,-2.0,3.4,-0.404,-0.5
COc1cc2c3c(c1)C1(C(=O)N3C(C)(C)C=C2C)C(C#N)=C(N)Oc2cc(C)oc(=O)c21 (stereo not drawn),5.7,-1.2,27.7,-2.7,12.2,10.6,5.1,0.78,-1.4
CCOC(=O)C1=C(C)NC(=O)NC1c1ccc2c(c1)OCO2 (stereo not drawn),-7.2,-0.3,·,-0.3,·,·,-0.4,0.0614,0.2
c1cncc(-c2nnc3sc(C4CCCCC4)nn23)c1,-23.5,-0.3,·,1.6,·,·,1.1,·,-0.9
FC(F)(F)c1cccc(N2Cc3ccccc3C2)c1,10.0,10.8*,18.2,-0.5,-1.1,5.8,-10.4,·,0.2
O=C(c1n[nH]c2ccccc12)N1CCN(S(=O)(=O)c2ccc3ccccc3c2)CC1,32.4,0.6,4.9,-3.6,2.0,0.8,7.2,-0.333,1.0
O=C(CSc1ncn[nH]1)c1ccco1,20.1,0.0,15.9,-2.7,6.3,1.6,4.7,-0.0352,-0.9
CCOC(=O)N1CCN(C(=O)C2CCN(S(=O)(=O)CC)CC2)CC1,-19.1,-0.8,12.1,-1.4,3.0,10.9,-8.3,-0.257,-1.0
CCCS(=O)(=O)NCc1ccc2c(c1)cc(C)n2C,13.8,-2.0,15.1,-3.0,5.6,7.6,14.5,·,-1.2
OC1(c2ccc(Br)cc2)CCNCC1,-8.2,0.0,4.0,-6.7,3.8,1.4,21.3,0.00703,-1.1
CCOC(=O)CSc1nc2ccc(NC(C)=O)cc2s1,-4.8,0.5,12.1,-2.6,-5.8,-9.8,-12.3,-0.426,-0.4
Cc1nnc(SCc2ccc(CC(=O)O)cc2)o1,-19.9,0.6,5.2,-0.5,0.7,-8.9,-3.2,·,-0.9
C=C(C)CN1C(=O)C(O)(CC(=O)c2ccc3c(c2)OCCO3)c2ccccc21 (stereo not drawn),·,0.0,11.6,-1.6,5.7,2.9,10.1,-0.0408,-0.9
CN(Cc1ccccc1)c1nc2c(c(=O)n(C)c(=O)n2C)n1CCCc1ccccc1,-13.5,-0.3,10.1,2.9,3.1,3.9,-3.0,0.0241,-1.2
CCO/C(C)=N/n1c2nc3ccccc3nc2c2c(=O)n(Cc3ccccc3Cl)c(C)nc21,5.0,-0.3,·,-1.1,·,·,-5.6,·,-1.1
CCOC(=O)c1cnc(SCC)[nH]c1=O,7.9,0.8,6.5,-1.7,-4.4,-1.6,-14.4,-0.554,-0.2
O=C(CCc1ccccc1)NCc1ccccn1,-21.3,-0.2,0.4,-1.2,-3.3,-7.6,-24.4,·,-0.4
Brc1cccc(-c2nnc3sc(CNCc4ccco4)cn23)c1,-0.3,1.1,-19.1,0.9,3.2,-0.8,6.2,-1.23,0.3
CCN1CCN(c2nc3ccccc3nc2C(C#N)C(=O)OC2CCCCC2)CC1 (stereo not drawn),32.1,-1.8,2.7,-1.1,3.0,16.9,12.8,-1.97,-0.9
O=C(Cn1cnc2c(nnn2Cc2ccc(Cl)cc2)c1=O)NCc1ccco1,-10.2,-0.2,10.7,-3.7,10.4,2.9,8.3,1.02,0.0
O=C(CSc1nnnn1-c1ccccc1Cl)Nc1ccc2c(c1)OCCO2,26.5,0.9,18.9,1.4,4.7,-4.7,-4.8,-0.869,-0.5
O=C(Nc1ccc(Cl)cc1)C(c1ccccc1)N(CCO)CCO (stereo not drawn),·,-0.4,17.5,0.1,·,10.7,-0.4,0.0298,·
COc1ccccc1N1CSC2=C(C#N)C(c3ccc(SC)cc3)CC(=O)N2C1 (stereo not drawn),-5.4,0.1,-2.6,-0.3,-3.5,0.7,-11.9,-0.225,0.0
CCC(c1nnc(SCC(=O)N2CC3(C)CC2CC(C)(C)C3)o1)N(C)C (stereo not drawn),17.2,-0.4,-0.4,-2.7,3.4,-1.5,8.0,-0.389,0.7
CC1CCCCN1S(=O)(=O)c1ccc(C(=O)Nc2nnc(-c3cccs3)o2)cc1 (stereo not drawn),3.9,-0.1,20.4,0.4,101.1*,21.7,-6.2,0.872,-0.3
O=C(NCC1CCCO1)c1ccccc1-c1nc(-c2ccccc2)no1 (stereo not drawn),-2.8,-0.4,5.7,-1.6,1.0,0.0,3.4,·,-0.5
CNC(=O)C1C2C=CC3(O2)C1C(=O)N(C1CC1)C3C(=O)NCc1ccc(OC)cc1 (stereo not drawn),·,1.1,3.1,1.0,·,-2.4,-4.9,-0.00548,·
CCN(CC)C(=O)CSc1nc(O)cc(=O)n1C,-22.6,0.3,18.7,-3.4,0.5,10.2,4.0,-1.05,-0.7
C/C(=C\C(=O)Nc1nccs1)c1ccccc1,20.9,0.7,-3.7,0.8,10.6,10.2,1.5,0.0171,-0.5
COc1cccc(OCCOc2c(OC)cccc2OC)c1,·,0.4,5.2,-1.3,7.5,7.7,1.7,-0.31,-1.0
Cc1cc(C)n(C(=O)CN2C(=O)COc3ccccc32)n1,4.3,0.6,14.5,-3.6,-0.1,1.0,3.3,1.74,-1.0

# Shown as a hit in HTR1E agonist, among the entries above:
structure,S1P1 ag-PAM,HTR1E agonist,HEK293 NFkB inh,HTR1A agonist,5HT1a antag,HTR1E antagonist,D1 mod,S1P3 agonist
FC(F)(F)c1cccc(N2Cc3ccccc3C2)c1,10.0,10.8*,18.2,-0.5,5.8,-10.4,·,0.2

# (cont.)
SMILES,S1P1 ag-PAM,HTR1E agonist,HEK293 NFkB inh,HTR1A agonist,Jurkat viability,5HT1a antag,HTR1E antagonist,D1 mod,S1P3 agonist
COc1ccc(C)cc1-n1nnnc1SCc1cn2ccsc2n1,1.3,0.5,5.5,-2.6,-4.7,-5.5,-1.6,0.959,-0.6
Cc1nc2cc(NCc3nc4ccccc4n3Cc3ccccc3)ccc2n1C,5.2,-0.5,-12.2,-7.2,9.3,23.5,4.2,-1.72,-1.3
CC1=C(C(N)=O)C(c2ccncc2)n2nc(-c3ccccc3Cl)nc2N1 (stereo not drawn),-3.8,0.7,9.9,-0.2,-13.6,-10.3,-1.9,0.685,-0.2
CS(=O)(=O)N(CC(=O)N1CCN(c2ccccc2)CC1)c1cccc(Br)c1,·,-1.2,11.1,1.2,·,7.9,5.0,-0.566,·
N=c1oc2ccc3ccccc3c2cc1-c1nnc2n1CCCCC2,-6.4,2.1,15.7,5.1,7.4,-23.4,0.2,0.0809,-0.5
COc1ccc(Cn2nnnc2C(c2cccs2)N2CCOCC2)cc1 (stereo not drawn),4.4,-1.2,18.5,-0.5,12.3,-5.9,5.8,-1.23,0.4
CC(C)C(c1nnnn1CC1CCCO1)N1CCN(C2CCCC2)CC1 (stereo not drawn),-9.3,0.2,14.1,-3.9,-6.3,11.2,-5.2,-0.037,-1.1
CCN1CCCC1Cn1cnc2c([nH]c3ccc(C)cc32)c1=O (stereo not drawn),-0.3,-0.8,·,-5.4,·,·,9.1,·,0.9
COCC(=O)Nc1nc2ccc(C)cc2s1,·,-0.6,-34.3,-2.6,-1.1,4.0,-1.0,-4.95*,-0.2
CCC1CCCCN1Cc1nc2c(c(=O)n(C)c(=O)n2C)n1Cc1ccccc1 (stereo not drawn),-19.8,-0.7,1.1,0.3,-3.1,14.0,-2.1,0.306,0.4
O=C(Oc1nsnc1N1CCCCC1)N1CCOCC1,9.1,-0.5,32.0,1.7,11.8,7.3,1.4,-0.203,-1.3
O=[n+]1c2c(n([O-])c3c1CCCC3)CCCC2,-13.1,0.1,11.0,-3.8,-1.2,0.4,0.7,-0.0777,-1.4
CC(C)(C)NC(=O)Cn1c(=O)oc2cc(S(=O)(=O)N3CCc4ccccc43)ccc21,0.5,1.8,21.0,2.2,8.3,10.3,8.7,-0.709,-1.1
Cc1cc(C)nc(Sc2ccc3nnnn3n2)n1,-6.6,0.1,9.0,-1.6,2.5,-2.8,4.5,0.0457,-1.9
COc1ccc2c(c1)C(=O)OC2CC(=O)O (stereo not drawn),-18.0,0.8,7.4,-3.6,-6.2,-10.9,-6.8,0.0462,-0.6
O=C(NCCCN1CCOCC1)C(C(=O)c1ccccc1)n1ccccc1=O (stereo not drawn),-6.7,1.8,3.1,-2.1,4.1,-11.1,-0.1,1.36,0.3
COc1ccccc1NC(=O)C(C)NS(=O)(=O)c1ccccc1 (stereo not drawn),2.0,-0.7,6.5,-0.8,-1.4,-4.9,6.1,0.291,-1.3
N#Cc1c2ncn(CC(=O)c3ccc(Br)cc3)c(=O)c2c2n1CCC2,8.8,0.4,21.0,0.2,-1.3,2.5,1.1,·,0.0

# Compounds as they come; 8.3% or so of the library scored in one or more.
